High-throughput results deposited in PubChem BioAssay by several laboratories.
RAM network inh: inhibitors of the yeast RAM network, primary screen, dse1pr::URA3 reporter, 5-FOA selection. S. cerevisiae dse1pr::URA3 reporter, 5-FOA growth OD615, 2 d; analog-sensitive cbk1-as2 kinase mutant strain. inhibition, % at 50 µM. actives 1.8% (n = 190,000). AID 868, 2007;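 active = inhibition above a set limit, 3 SD over mean compound inhibition, cut at about 8.4% in these data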;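 also: 0% = DMSO-only wells with no growth and 100% = 10 µM 1-NA-PP1 full growth; inhibition rescues growth on 5-FOA so higher OD means more RAM inhibition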
TLR4-MyD88 BLA: inhibitors of TLR4-MyD88 association in cells, primary screen, cell-based, HeLa CL3-4, BLA complementation, FRET ratio | Toll-like receptor 4 (Homo sapiens) + Myeloid differentiation primary response protein … | HeLa CL3-4 TLR4/MyD88 BLA complementation | inhibition, % at 8.4 µM | actives 0.18% (n = 200,000) | AID 861, 2007; in the data active = inhibition above about 25%;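 also: 0% = vehicle and 100% = reference inhibitor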
Target sequence (O00206 whole entry, looked up): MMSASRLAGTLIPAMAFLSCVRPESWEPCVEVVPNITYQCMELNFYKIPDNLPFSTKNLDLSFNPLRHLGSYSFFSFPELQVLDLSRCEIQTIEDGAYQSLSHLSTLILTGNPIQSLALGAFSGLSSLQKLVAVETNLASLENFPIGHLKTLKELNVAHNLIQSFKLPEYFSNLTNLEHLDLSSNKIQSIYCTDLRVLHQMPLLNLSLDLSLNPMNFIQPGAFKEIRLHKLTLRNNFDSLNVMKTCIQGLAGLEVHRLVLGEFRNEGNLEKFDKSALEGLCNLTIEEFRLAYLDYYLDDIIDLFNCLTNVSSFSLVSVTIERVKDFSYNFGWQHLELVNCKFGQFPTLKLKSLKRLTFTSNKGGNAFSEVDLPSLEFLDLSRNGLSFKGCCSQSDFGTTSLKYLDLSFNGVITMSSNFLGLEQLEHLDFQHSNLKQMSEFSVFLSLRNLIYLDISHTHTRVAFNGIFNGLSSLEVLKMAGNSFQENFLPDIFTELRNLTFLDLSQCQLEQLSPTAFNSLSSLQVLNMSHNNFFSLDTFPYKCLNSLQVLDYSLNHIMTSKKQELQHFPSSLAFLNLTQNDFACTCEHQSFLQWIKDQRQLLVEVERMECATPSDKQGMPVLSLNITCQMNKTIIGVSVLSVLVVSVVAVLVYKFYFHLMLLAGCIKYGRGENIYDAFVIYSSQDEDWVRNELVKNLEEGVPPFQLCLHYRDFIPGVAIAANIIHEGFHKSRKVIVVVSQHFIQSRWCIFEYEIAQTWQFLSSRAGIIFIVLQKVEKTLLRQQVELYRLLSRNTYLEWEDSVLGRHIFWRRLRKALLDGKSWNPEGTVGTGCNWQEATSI
Target sequence (Q99836 whole entry, looked up): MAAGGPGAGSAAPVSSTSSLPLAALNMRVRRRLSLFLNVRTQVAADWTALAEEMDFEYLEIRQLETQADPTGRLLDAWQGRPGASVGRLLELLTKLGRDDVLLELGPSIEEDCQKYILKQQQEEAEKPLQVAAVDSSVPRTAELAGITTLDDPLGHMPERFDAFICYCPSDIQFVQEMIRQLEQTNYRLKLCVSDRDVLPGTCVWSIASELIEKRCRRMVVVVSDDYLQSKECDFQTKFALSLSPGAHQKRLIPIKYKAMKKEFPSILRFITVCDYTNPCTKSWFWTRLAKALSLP
PMI act hi M6P: human PMI activators, high substrate, primary screen, biochemical, fluorescence intensity, near-saturating mannose 6-phosphate; AID 1216, 2008; activation factor at 20 µM; coupled PMI enzyme assay, resazurin fluorescence, 20 min; stronger effect = higher value; 1 = untreated enzyme, 0 = substrate-free blank; actives 0.34% (n = 190,000);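 active = activation factor of 2 or more at 20 µM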
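test system = human PMI in coupled enzyme assay | medium = HEPES-buffered pH 7.4 with magnesium and detergent | also added = 1.0 mM mannose-6-phosphate substrate with 0.22 mM NADP+ | compound = 20 µM single dose | times = 20 min incubation at room temperature | measured by = resorufin fluorescence (Ex 544/Em 590 nm) from resazurin via diaphorase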
PMI activator: activators of human PMI, primary screen, biochemical, fluorescence intensity, near-Km mannose 6-phosphate; Mannose-6-phosphate isomerase (Homo sapiens), P34949; purified human PMI, coupled resazurin fluorescence, 20 min; stronger effect = higher value; 1 = vehicle control, 0 substrate-free wells; activation factor at 20 µM; actives 0.005% (n = 190,000);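 active = activation factor of 2 or more at 20 µM, relative to plate controls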
Hsp70 activator: Hsp70 transcriptional activators, primary screen, cell-based, HeLa, Hsp70 promoter luciferase, luminescence, 10 µM; HeLa Hsp70 promoter luciferase reporter; scaled: vehicle 0, proteasome-inhibitor control 100%; activation, % at 10 µM; actives 0.04% (n = 200,000);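 active = activation above the mean across all tested compounds plus 3 SD, cutoff set per campaign, cut at about 5.5% in these data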;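 also: 100% = MG132 at 30 µM as the positive control and 0% = DMSO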
S1P3 antag: S1P3 receptor antagonists, primary screen, cell-based | Sphingosine 1-phosphate receptor 3 (Homo sapiens), Q99500 | CHO S1P3 NFAT-BLA reporter, FRET fluorescence, antagonist mode | inhibition, % at 4.98 µM | actives 0.27% (n = 170,000);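 active = inhibition above the plate cutoff, the mean inhibition of test wells on that plate plus 3 SD, cut at about 28% in these data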;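 also: cells challenged with S1P at its EC80 of 0.8 µM; blue over green emission ratio from cleaved BLA substrate after 4 h stimulation; 0% = S1P-stimulated wells and 100% = unstimulated DMSO-only wells; some compounds past the cut are filed as inactive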
G6PDH CS: L. mesenteroides G6PDH inhibitors, counter-screen for G6PDH-coupled screening assays, biochemical, Leuconostoc mesenteroides enzyme; glucose-6-phosphate dehydrogenase [Leuconostoc mesenteroides]; Purified L. mesenteroides G6PDH, diaphorase/resazurin coupled fluorescence, 45 min; inhibition, % at 5 µM; actives 0.12% (n = 200,000); AID 1020, 2008
L major viab: Leishmania major promastigote growth inhibition, primary screen; AID 1063, 2008; actives 9% (n = 200,000); inhibition, % at 10 µM; Leishmania major promastigotes, resazurin fluorescence viability;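 also: promastigotes grown with compound for 44 hours at 28 °C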
Diaph inh CS: diaphorase inhibitors and chemical oxidizers, primary screen, counter-screen for diaphorase-coupled primary assays, biochemical, uHTS, resorufin fluorescence; diaphorase resazurin-to-resorufin fluorescence, NADH, 16 min; bacterial (C. kluyveri) enzyme, not human; inhibition, % at 20 µM; AID 1217, 2008; actives 0.69% (n = 190,000);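 active = primary screen inhibition at 20 µM above a set limit, cut at about 50% in these data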;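 also: plate controls were DMSO with full reaction for no effect and wells lacking NADH for full effect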
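Test system: Clostridium kluyveri diaphorase enzyme / Quantity: diaphorase at 0.14 U/mL in enzyme working solution / Incubation: 16-min room-temperature incubation before reading / Benchmarks: NADH-free wells as positive control, DMSO-only neutral wells / Signal: resorufin fluorescence 544/590 nm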
Redox H2O2 prof: compounds producing H2O2 with reducing agent – biochemical, NIH compound library profiling, artefact control for MLSCN library redox annotation, primary screen | DTT-dependent redox cycling H2O2, phenol red/HRP absorbance; 100% = 100 µM peroxide control, 0% = buffer | activation, % at 10 µM | actives 0.03% (n = 200,000) | AID 878, 2007;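 active = activation of at least 50% relative to the plate's high and low controls in the primary single-dose screen; inactive = activation below 50%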;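 also: compound incubated with DTT at 0.8 mM final as the reducing agent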
Diaphorase act: compounds boosting diaphorase resazurin reduction – biochemical, uHTS, resorufin fluorescence, counter-screen for diaphorase-coupled primary assays, primary screen; activation factor at 20 µM; actives 0.005% (n = 190,000); AID 1229, 2008; Diaphorase/resazurin coupled assay, 16 min; stronger effect = higher value; 1 = vehicle wells, 0 = NADH-free wells;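 active = diaphorase activity raised at least twofold by the compound at 20 µM; inactive = activation factor below 2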
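Measured by – red resorufin fluorescence at 544/590 nm excitation/emission · Test system – Clostridium kluyveri diaphorase, purified enzyme · Incubation – reaction time 16 min, room temperature · Buffer or medium – 50 mM HEPES pH 7.4 with 4.542 mM MgCl2, 0.005% Tween 20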
An asterisk follows results filed as active; . = not tested or not shown. Rule as the data show it, unless noted: active = inhibition above about 50%; inactive = the rest.

Order of values – RAM network inh	TLR4-MyD88 BLA	PMI act hi M6P	PMI activator	Hsp70 activator	S1P3 antag	G6PDH CS	L major viab	Diaph inh CS	Redox H2O2 prof	Diaphorase act
- CC(CCc1ccccc1)NC(=O)CN1CCN(Cc2ccc(Cl)cc2)C1=O (stereo unspecified)
    -0.8	3.2	1	1	-0.2	.	-3.0	-1.8	9.7	-3.1	0.9
- N#Cc1ccc(-n2nccc2-c2cnc3n(c2=O)CCS3)cc1
    1.2	-1.7	1	0.9	-0.2	.	1.5	2.8	24.3	0.1	0.8
- COc1ccc(S(=O)(=O)Nc2ccccc2C(=O)Nc2nc(-c3ccc(F)cc3)cs2)cc1OC
    4.2	-1.2	0.9	1	-0.4	-5.0	13.9	52.8*	24.9	0.4	0.8
- COc1ccc(-c2nc(CN3CCN(c4ncccn4)CC3)c(C)o2)cc1C
    -1.6	-6.0	0.9	0.9	-0.1	-3.1	5.3	30.8	8.2	0.1	0.9
- COc1ccc(C(=O)N2CCN(S(=O)(=O)c3ccc(Cl)cc3)CC2)cc1OC
    3.4	4.7	1.1	1.1	0.1	.	5.5	0.1	4.5	0.6	1
- Cc1ccc(C)c(N/N=C2\CCCNC2=O)c1
    0.8	-7.3	2.5*	1.8	-0.4	-11.3	-5.0	78.0*	18.0	0.5	0.8
- COC(=O)c1cc(=O)nc2sc(-c3ccccc3)nn12
    -0.5	4.2	1	1	-0.3	.	0.5	-6.0	6.7	0.1	0.9
- CC1(C2(O)CC(c3ccccc3)ON2)CCCCC1 (stereo unspecified)
    2.6	5.8	1.2	1.1	0.2	.	7.8	0.5	28.8	-0.1	0.7
- CCOc1ccc(C(C(=O)NC2CCCC2)N(Cc2ccccc2)C(=O)c2nsc(Cl)c2Cl)cc1 (stereo unspecified)
    4.6	2.1	0.9	0.9	-0.2	.	-28.2	26.7	19.1	1.7	0.8
- O=C(CCc1ccccc1)Nc1nc2n(n1)C(c1ccccc1)CC(=O)N2 (stereo unspecified)
    1.0	11.9	1	1	-0.2	-32.5	2.2	0.4	5.7	-0.1	0.9
- COc1cccc(-c2cc(C(=O)Nc3ccc([N+](=O)[O-])cn3)c3ccccc3n2)c1
    4.3	-6.2	0.9	0.7	-0.1	-10.0	11.5	17.1	13.9	0.1	0.9
- Cc1ccc2cccc(OCC(=O)c3cc(C)n(Cc4ccco4)c3C)c2n1
    1.1	-16.3	0.8	1	-0.3	-9.9	5.7	29.1	1.8	-1.6	1
- Cc1sc2ncnc(N3CCCCC3)c2c1C
    -0.3	3.3	1	1	0.0	.	-6.7	-0.4	13.6	0.1	0.9
- Cc1c(NS(=O)(=O)c2ccc(NC3CCCC3)c([N+](=O)[O-])c2)c(=O)n(-c2ccccc2)n1C
    4.0	2.2	0.9	0.8	-0.1	-3.8	4.2	-5.4	24.8	0.4	0.8
- Cc1cc(C)nc(N2CCCC(C(=O)NC(C)C)C2)n1 (stereo unspecified)
    2.4	-0.5	1	1	0.1	1.4	4.1	-2.0	0.9	0.0	1
- CCCOc1ccc(C(=O)C(c2ccccc2)N2CCOCC2)cc1 (stereo unspecified)
    0.8	-3.2	1.1	0.9	-0.4	-6.5	16.2	-1.4	12.8	0.4	0.9
- CC(CCc1ccccc1)NC(=O)C(=O)Nc1ccccc1 (stereo unspecified)
    0.8	6.8	1.1	1.1	0.0	2.8	5.3	3.3	7.1	0.3	0.9
- Cc1ccc(NC(=O)CSc2nnc(C(F)(F)F)n2C)cc1[N+](=O)[O-]
    -1.0	-9.0	1	0.9	-0.1	-17.6	8.4	3.3	13.5	0.3	0.9
- O=C(NCCc1nc2ccccc2[nH]1)/C(=C/c1ccc2c(c1)OCO2)NC(=O)c1ccccc1Cl
    1.5	-26.0	1.1	1.1	-0.4	-9.1	-1.5	-3.2	-3.4	-0.7	1
- Cc1cccc(-c2cc(C(=O)Nc3sc(C)c(C)c3C(N)=O)c3ccccc3n2)c1
    7.7	-0.6	1	0.9	-0.2	.	8.0	-0.9	14.1	-4.4	0.9
- Cc1cccc(N/C=C/C(=O)c2cccs2)c1C
    0.4	0.1	1.1	1	-0.1	0.6	-6.9	-0.9	7.0	0.2	0.9
- CCn1c(C)c(P(=O)(N2CCOCC2)N2CCOCC2)c2ccccc21
    0.4	10.7	1.1	1.1	0.0	-11.2	1.3	-4.5	-1.4	0.2	1
- COc1ccc(/C=N/NC(=O)c2ccc(NC(=O)c3ccccc3Br)cc2)cc1
    0.6	-7.1	0.9	0.9	-0.2	14.5	7.0	-6.7	6.4	-0.5	0.9
- COc1ccccc1NC(=O)Nc1nnc(-c2ccco2)s1
    7.0	0.2	1	1	0.2	.	2.8	-2.4	-1.2	-3.5	1
- CSc1ccc(CN2CCN(C(=O)c3ccncc3)CC2)cc1
    3.4	-1.8	1.1	1	-0.4	-7.4	-1.2	73.8*	8.0	0.2	0.9
- CC(=O)Nc1ccc(NC(=O)COc2ccc(Br)cc2C)cc1
    3.3	-1.7	1	1	-0.1	-9.5	-0.3	61.9*	-4.2	-0.3	1
- O=C(O)c1ccc(S(=O)(=O)N2CCC(c3nc(-c4ccccc4Cl)no3)CC2)cc1
    5.6	2.5	1	1	-0.1	-11.7	6.2	24.9	16.5	0.1	0.8
- Cc1ccccc1NC(=O)N1CCCC(c2nc(-c3ccc(F)cc3)no2)C1 (stereo unspecified)
    2.0	-8.0	1	1	-0.1	14.8	2.9	2.3	8.6	0.2	0.9
- COc1ccc(NS(=O)(=O)c2csc(C(=O)Nc3ccccc3)c2)cc1
    3.4	-3.3	0.9	0.9	-0.3	-0.7	12.7	0.7	15.3	0.3	0.8
- CCCc1nn(C)c2c1C(c1cccnc1)C(C#N)=C(N)O2 (stereo unspecified)
    1.9	-4.3	1.1	1	-0.3	.	15.8	8.9	14.3	1.9	0.9
- O=c1ccc2cc(S(=O)(=O)N3CCOCC3)ccc2o1
    0.5	6.2	1	1	-0.2	-2.8	6.8	14.7	-3.6	1.4	1
- CC(C)(C)c1ccc(C(=O)NCCN2CCCC2)cc1
    -0.5	-0.8	0.9	0.9	-0.1	-5.3	7.1	28.3	11.3	0.2	0.9
- NC(=S)N/N=C/c1ccc(-c2ccc([N+](=O)[O-])cc2)o1
    6.0	12.7	1.2	1	-0.4	3.1	15.8	13.4	42.8	-0.4	0.6
- CCC(c1nnnn1C(C)(C)C)N(CCOC)Cc1cc2cccc(C)c2n2nnnc12 (stereo unspecified)
    0.4	5.0	1	1.1	-0.2	2.6	1.9	5.7	5.0	-0.1	0.9
- CCOC(=O)C1=C(CN2CCc3ccccc32)NC(=O)NC1c1cccc([N+](=O)[O-])c1 (stereo unspecified)
    1.9	-1.3	0.9	0.9	-0.4	.	5.2	82.8*	22.1	-0.2	0.8
- O=C1CN(C(=O)/C=C/c2ccc(Cl)cc2Cl)CCN1
    -0.1	7.5	1.2	1.1	-0.2	4.5	-0.9	-0.6	-12.8	-0.3	1.1
- CCC(=O)Nc1cc2c(cc1C(=O)c1ccccc1)OCCO2
    0.6	14.8	0.9	0.9	-0.3	8.4	4.3	-1.8	21.6	-1.1	0.8
- COc1ccc(C2CCCN2C(=S)Nc2cccc(Cl)c2C)cc1OC (stereo unspecified)
    -0.5	-11.1	0.9	0.9	-0.1	0.9	11.5	17.5	13.1	1.4	0.9
- COc1ccccc1-c1cnnc(N/N=C/c2ccc(-c3cccc(Br)c3)o2)n1
    6.7	3.0	1.1	1.2	0.6	.	5.3	20.6	-17.4	-0.5	1.2
- COC(=O)c1cccc(C(=O)Nc2ccc(C)cc2)n1
    0.9	0.5	1	1.1	-0.1	-11.9	13.7	-4.7	9.7	2.0	0.9
- CC(C)(C)c1ccc(-c2nnc(N)s2)cc1
    3.6	4.3	0.9	0.9	0.2	-1.2	18.7	2.4	14.6	0.5	0.9
- COc1cc2c(cc1NC(=O)c1cc(-c3cccnc3)nc3ccc(C)cc13)oc1ccccc12
    6.4	-2.9	1	0.9	-0.1	.	3.1	6.9	-2.7	-4.6	1
- O=C(CN1C(=O)C2CCCCC2C1=O)Nc1ccc(S(=O)(=O)Nc2ncccn2)cc1 (stereo unspecified)
    3.1	-3.1	1	1.1	-0.1	-15.3	6.5	-7.9	6.3	-1.0	0.9
- CC(C)(C)NCc1cc(Cl)ccc1OCc1ccccc1F
    -0.4	-20.2	1	1	-0.2	-13.1	3.3	22.8	8.9	-0.1	0.9
- CC1=C(C(=O)OCC2CCCO2)C(c2ccsc2)C2=C(CC(C)(C)CC2=O)N1 (stereo unspecified)
    -0.8	-7.9	1.1	1.1	-0.2	-3.1	11.8	3.2	4.4	-0.1	1
- CC(C)C[C@H](NC(=O)OC(C)(C)C)c1nnc(SCc2ccccc2)o1
    3.7	-8.9	0.9	0.8	0.1	.	12.0	84.6*	21.6	-0.2	0.8
- COc1cccc(NC(=O)c2nc3ncccn3n2)c1
    0.1	-8.6	1	0.9	-0.5	20.5	-0.5	0.0	-8.0	0.1	1.1
- COc1ccc(-n2c(COc3ccc(C)cc3)nnc2SCC(N)=O)cc1
    -0.3	-11.2	1	1	-0.2	3.1	9.3	2.1	13.5	-0.7	0.9
- CCSc1nc2ccccc2n1C(=O)Oc1ccccc1
    6.3	14.7	0.9	0.9	-0.2	.	2.5	1.1	16.1	0.8	0.8
